Source: PubChem
Cdc25B inh = human M-phase inducer phosphatase 2 inhibition; P30305; recombinant Cdc25B, OMFP fluorescence Ex485/Em525; inhibition, %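 (compounds tested at 10 µM final in the well)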; 65,000 tested, 0.1% active; AID 368; in the data active means inhibition above about 50%
Target sequence (P30305 whole entry, looked up): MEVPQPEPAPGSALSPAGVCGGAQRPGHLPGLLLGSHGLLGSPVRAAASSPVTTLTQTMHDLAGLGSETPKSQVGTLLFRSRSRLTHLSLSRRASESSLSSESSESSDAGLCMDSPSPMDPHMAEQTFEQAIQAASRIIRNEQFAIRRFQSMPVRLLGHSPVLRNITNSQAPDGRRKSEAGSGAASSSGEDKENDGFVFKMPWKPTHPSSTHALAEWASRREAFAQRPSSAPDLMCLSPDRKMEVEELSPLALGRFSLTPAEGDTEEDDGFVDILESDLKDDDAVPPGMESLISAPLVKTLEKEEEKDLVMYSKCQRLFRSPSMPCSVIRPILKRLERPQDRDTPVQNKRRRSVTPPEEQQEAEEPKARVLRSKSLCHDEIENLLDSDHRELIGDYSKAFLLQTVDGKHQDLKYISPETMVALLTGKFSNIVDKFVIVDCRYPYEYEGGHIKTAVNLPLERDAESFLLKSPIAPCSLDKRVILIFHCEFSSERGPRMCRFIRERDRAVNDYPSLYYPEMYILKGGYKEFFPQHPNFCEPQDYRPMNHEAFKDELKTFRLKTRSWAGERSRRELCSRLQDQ
ROCK2 blocker = blocks human Rho kinase 2 activity; 60,000 tested, 0.35% active; AID 604; O75116; purified ROCK2, Kinase-Glo ATP depletion luminescence; inhibition, % at 6 µM;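 active means inhibition above the screen-wide mean inhibition plus 3 SD, cut at about 18% in these data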;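 further: plate controls were DMSO wells for no effect and Y-27632 control wells after no-enzyme background subtraction for full effect; many of its hits are not listed in these tables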
Hsp90 block = displaces geldanamycin probe from tumor Hsp90; inhibition, % at 30 µM; 64,000 tested, 0.35% active; AID 429; P07900; NCI-N417 lysate Hsp90, Cy3B-geldanamycin FP displacement;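 active means inhibition above 50%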;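 further: 0% = tracer plus lysate wells and 100% = tracer alone without lysate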
A340 absorber = compound absorbs light at 340 nm; fold change at 10 µM; compound absorbance at 340 nm, fold over control; 65,000 tested, under 10 active; AID 708;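 active means at 10 µM dose, initial 340 nm absorbance at least 2 fold that of control wells; inactive means change under 2 fold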;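 further: initial absorbance extrapolated from kinetic A340 decline of NADH oxidation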
Fluor 339 460 = intrinsic fluorescence of library compounds, ex339/em460 – biochemical, MLSMR library, data from DPM-DC assay, artefact control, profiling panel; compound autofluorescence, ex339/em460 nm, NADH buffer; hits give high values; 1 = no-compound wells, NADH background; fluorescence fold increase at 10 µM; 65,000 tested, 5.5% active;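 active means at 10 µM, mean starting fluorescence two-fold or more over control wells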;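 further: signal is the first read of a kinetic run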
HER2 expr 66K = inhibitors of human Her2 kinase expression; P04626; SKBR-3 HER2 protein level, AlphaScreen, 18-24 h; hits give low values; HER2 level % of control, % at 10 µM; 65,000 tested, 0.69% active; AID 645;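 active means HER2 level under 5% of the carrier-only control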;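 further: 100% = DMSO carrier and 0% = 500 nM PU-H71 HSP90 inhibitor; lower value means stronger loss of Her2 protein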
JNK3 blocker = JNK3 (human) kinase inhibition; inhibition, % at 8 µM; AID 746; P53779; 60,000 tested, 0.61% active; purified JNK3 kinase activity, HTS; in the data active means inhibition above about 17%;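 further: 0% = DMSO and 100% = reference inhibitor; many of its hits are not listed in these tables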
DUSP1 inh = human dual specificity phosphatase 1 inhibition; recombinant MKP-1, OMFP hydrolysis fluorescence; 65,000 tested, 0.15% active; inhibition, %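 (compounds tested at a single concentration somewhere between 10 and 100 µM)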;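 active means inhibition above about 50%, limit read from the data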;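 further: 0% = DMSO max control wells and 100% = wells with enzyme stopped by NaOH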
Target sequence (P28562 whole entry, looked up): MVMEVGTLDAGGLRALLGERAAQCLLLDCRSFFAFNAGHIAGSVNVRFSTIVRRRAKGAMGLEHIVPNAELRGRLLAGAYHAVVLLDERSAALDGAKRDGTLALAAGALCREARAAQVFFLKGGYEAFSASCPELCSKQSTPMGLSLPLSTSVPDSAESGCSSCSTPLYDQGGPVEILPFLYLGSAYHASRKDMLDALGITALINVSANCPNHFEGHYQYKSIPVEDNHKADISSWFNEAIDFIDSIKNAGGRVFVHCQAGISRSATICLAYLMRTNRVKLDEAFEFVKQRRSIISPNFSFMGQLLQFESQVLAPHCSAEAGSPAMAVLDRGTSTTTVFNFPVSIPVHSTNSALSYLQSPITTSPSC
PKA inh = blocks human protein kinase A activity | P17612 | PKA Kemptide phosphorylation, Kinase-Glo ATP luminescence | inhibition, % at 6 µM | 65,000 tested, 0.1% active;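 active means inhibition above the screen-wide mean inhibition plus 3 SD, cut at about 21% in these data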; further: many of its hits are not listed in these tables
The depositor's hits bear a star; / = not tested or not shown. An excerpt; count on the stated rates, not on these rows.

Values in the order – Cdc25B inh	ROCK2 blocker	Hsp90 block	A340 absorber	Fluor 339 460	HER2 expr 66K	JNK3 blocker	DUSP1 inh	PKA inh
CCOC(=O)c1cnn(-c2nc(C)cc(C)n2)c1N
 : -12	1	-4	0.98	1	90	0	2	-1
Cc1ccc(N(CC(=O)NCc2cccnc2)S(C)(=O)=O)cc1C
 : -2	-2	-3	1	1.1	89	-6	9	-2
COc1ccc(C2SCC(=O)N2c2c(C)n(C)n(-c3ccccc3)c2=O)cc1 (stereo not drawn)
 : -2	-2	-4	1	1.1	93	-4	6	-5
COC(=O)CCn1nnc(-c2cccs2)n1
 : -10	5	-5	0.97	1.1	91	0	2	0
CCCCC1(C)NC(=O)N(CC(=O)Nc2ccc(S(=O)(=O)N3CCOCC3)cc2)C1=O (stereo not drawn)
 : 5	-4	-6	1	1.1	95	0	3	8
CCc1ccccc1Nc1nc(N)nc(COC(=O)c2cccn2C)n1
 : -3	2	-5	1	1	96	3	-11	3
Clc1ccc(NCn2cncn2)nc1
 : -5	2	0	1	1.1	66	-6	2	-4
Cn1c(=N)n(CC(=O)C(C)(C)C)c2ccccc21
 : -15	-1	-1	1	1.2	111	-3	4	5
Cc1cc(C(=O)CSc2nnnn2-c2ccccc2)c(C)n1CC1CCCO1 (stereo not drawn)
 : -6	4	-4	1	1.1	60	2	17	13
COc1ccc(NS(=O)(=O)c2ccc(N)cc2)nn1
 : -9	5	-4	1	1	81	3	-10	-4
CCC(OC(=O)C(NC(=O)c1ccccc1)c1ccccc1)C(=O)Nc1cc(C)on1 (stereo not drawn)
 : -4	5	-2	1.1	1.1	100	4	-1	9
ON1C(c2ccccc2C(F)(F)F)N(O)[C@H]2CCCC[C@H]21 (stereo partly drawn)
 : 0	-6	-4	1.1	1	83	-2	-17	-8
CCOc1cc(C(=O)Nc2ccon2)cc(OCC)c1OCC
 : -2	12	0	1	1.1	113	0	3	11
CCCCCC(=O)N1CC2(CC)CN(C(=O)CCCCC)CC(CC)(C1)C2=O
 : -38	3	-4	1.1	1	98	-3	-17	-1
O=c1c2ccccc2nc(-c2ccco2)n1Cc1ccccc1
 : 2	/	-10	1.1	1.1	87	/	13	7
CC(=O)NCC(=O)NC(C(=O)Nc1ccc2c(c1)OCCO2)c1ccccc1 (stereo not drawn)
 : -11	-1	-1	1	1	86	-1	12	14
COc1ccc(-n2nnc3c(=O)n(CC(=O)N4CCC(Cc5ccccc5)CC4)cnc32)cc1
 : -12	4	-3	1.1	1.1	97	2	10	8
CCOc1ccccc1-c1nc(-c2ccc(C)nc2OC)no1
 : -4	/	-2	1	1	106	/	2	1
CCOc1ccc(NC(=O)COC(=O)c2cccnc2)cc1
 : -2	-2	-2	0.98	0.99	98	-5	-10	4
c1ccc2c(-c3nnc4n3CCCCC4)c[nH]c2c1
 : -1	7	-2	1	1.1	108	2	-2	3
CC(C)N1C(=S)SC2CS(=O)(=O)C=C21 (stereo not drawn)
 : 10	2	1	1.1	1.1	125	5	-6	1
NS(=O)(=O)c1cc2c(cc1Cl)NC(CSCc1ccccc1)=NS2(=O)=O
 : -4	5	2	0.99	0.99	113	-1	-13	0
CCCCn1c(CN2CCN(c3ccc(F)cc3)CC2)nc2c1c(=O)n(C)c(=O)n2C
 : -20	1	0	0.99	1	71	2	2	10
O=C(NCC1CCCO1)c1csc2c1CCCCC2 (stereo not drawn)
 : -19	8	-6	0.96	1.2	113	-2	-3	7
CS(=O)(=O)c1ccc2nc(NC(=O)C3CCCCC3)sc2c1
 : -11	6	-5	1.1	1.1	45	6	4	9
c1coc(CNC2CCCCCCC2)c1
 : -9	-1	2	1	1.1	116	5	-2	-6
O=C(CCN1C(=O)C2C3C=CC(C3)C2C1=O)Nc1c(F)cccc1F (stereo not drawn)
 : -12	-1	-4	1	1.1	92	1	3	9
COc1ccc(-c2c3c([nH]c(=S)c2C#N)CCC3)cc1
 : 9	1	-3	1	1.1	82	46*	-16	1
O=C(CC1NC2CCCCC2NC1=O)Nc1ccc2c(c1)OCO2 (stereo not drawn)
 : -7	1	3	1	1.1	110	5	2	6
CCOC(=O)C1(CCSC)NC(c2ccco2)C2C(=O)N(CC)C(=O)C21 (stereo not drawn)
 : 2	0	0	1	1	139	-1	10	2
COc1cc(OC)cc(C2C(C#N)=C(N)Oc3n[nH]c(-c4cccnc4)c32)c1 (stereo not drawn)
 : -1	-5	1	1	1.1	102	-9	0	-6
Cc1cc(C)nc(NC2=NCC(=O)N2c2ccccc2)n1
 : -11	9	-2	0.99	1.1	138	-6	-10	6
CCC(C)(C)n1nnnc1C(c1cc(OC)c(OC)c(OC)c1)N1CCN(c2ccccc2)CC1 (stereo not drawn)
 : -3	2	1	1	1.1	76	-2	-1	6
COc1cc2c(cc1OC)C(C(=O)Nc1cccc(C)n1)C(c1cccnc1)N(C)C2=O (stereo not drawn)
 : -14	/	/	1.1	1.1	92	/	2	-5
O=C(NCc1cccnc1)C1CCCN(S(=O)(=O)c2ccc(Br)cc2)C1 (stereo not drawn)
 : -1	5	-1	1	1.1	77	-4	23	9
O=S(=O)(NCc1cccnc1)c1ccc(Br)s1
 : -1	1	-2	1.1	1.1	91	-8	-12	-3
Cc1ccc(OCC(O)Cn2c(NCCc3ccccc3)nc3c2c(=O)[nH]c(=O)n3C)cc1 (stereo not drawn)
 : 8	4	1	1	1	87	-1	-12	5
Cc1ccc(CS(=O)(=O)Cc2ccc(C(=O)NCc3ccccn3)o2)cc1
 : -20	4	-3	1	1	85	5	3	12
O=C(c1cc(-c2ccc(Cl)c(Cl)c2)on1)N1CCCCC1
 : -4	7	0	0.98	1.1	67	0	10	-1
COC(=O)n1c(SC)nc2ccccc21
 : 8	0	2	0.99	1.1	79	3	10	-2
O=C(CSc1n[nH]c(-c2ccccc2)n1)c1ccccc1
 : -1	1	-2	1	1	65	0	-10	8
CN1CCN(CCCNC(=O)C2CC(=O)N(C3CCCCC3)C2)CC1 (stereo not drawn)
 : 4	6	-3	0.99	1.1	105	-5	-5	8
O=c1[nH]c(CSc2nnc(-c3ccncc3)n2Cc2ccco2)nc2ccccc12
 : -4	-1	3	0.99	1.1	113	0	-22	2
Cc1oc(C)c(C(=O)O)c1COc1ccc(C(=O)O)cc1
 : -10	2	0	1	1.1	81	2	-1	-1
O=S1(=O)N=C(Nc2nc3c(s2)CCCC3)c2ccccc21
 : -14	1	0	1	1	92	-1	-6	1

Limited to Cdc25B inh and Fluor 339 460, for 4 of the compounds above:
SMILES | Cdc25B inh | Fluor 339 460
Cc1cc(C)nc(NC2=NCC(=O)N2c2ccccc2)n1 | -11 | 1.1
COC(=O)n1c(SC)nc2ccccc21 | 8 | 1.1
O=c1[nH]c(CSc2nnc(-c3ccncc3)n2Cc2ccco2)nc2ccccc12 | -4 | 1.1
COc1cc(OC)cc(C2C(C#N)=C(N)Oc3n[nH]c(-c4cccnc4)c32)c1 (stereo not drawn) | -1 | 1.1

(list continues)
Values in the order – Cdc25B inh	ROCK2 blocker	Hsp90 block	A340 absorber	Fluor 339 460	HER2 expr 66K	JNK3 blocker	DUSP1 inh	PKA inh
COCCCN1C(=O)C(=O)/C(=C(/O)c2ccc(OC)cc2)C1c1ccc(O)c(OC)c1 (stereo not drawn)
 : 4	8	0	1.1	1	98	-8	-5	6
CC(=O)NC12CC3CC(C1)CC(C(=O)Nc1nccs1)(C3)C2
 : -12	3	-4	1	1	84	-5	-4	5
O=C1c2ccc(-c3nc4ccccc4o3)cc2C(=O)N1Cc1cccnc1
 : -10	1	-1	1.1	2.1*	86	5	28	-6
COc1ccccc1-n1c(SCC(N)=O)nnc1-c1ccccc1
 : 3	7	3	0.99	1	86	-1	-9	10
Cc1ccc(CN(C)C(=O)c2ccccc2Oc2ccccc2)o1
 : -7	0	-5	1	0.95	102	3	23	9
COC(=O)C(C)n1cnc2c(cnn2-c2ccc(Cl)cc2)c1=O (stereo not drawn)
 : 7	1	3	0.97	1	124	4	-12	2
COc1ccccc1-c1cn[nH]c(=S)n1
 : 1	5	8	1	1.1	84	-1	-1	7
COCCn1c(N)c(NCc2ccccc2)c(=O)n(CC(=O)Nc2cc(C)ccc2C)c1=O
 : 6	1	-3	1	1.1	79	-1	33	2
CCCN1C(=O)C2(C(C(=O)c3ccc(C)o3)=C(O)C(=O)N2CCCN2CCOCC2)c2ccccc21 (stereo not drawn)
 : -2	-4	-22	1.1	1.1	96	0	7	-6
COc1cc(Nc2nc(SCC#N)nc3ccccc23)cc(OC)c1OC
 : -11	/	-4	1	1	99	/	3	3
CCOC(=O)/C=C1\SCC(=O)N1CC(=O)NC1CCCCC1
 : -4	2	-1	0.98	1.1	104	2	3	4
CC1CCN(c2ccc(C(=O)O)cc2N)CC1
 : 42	-2	13	1	1.4	84	-8	13	-1
C=CCn1c(SCC(=O)c2cc(C)n(Cc3cccs3)c2C)nnc1-c1ccncc1
 : -1	8	-2	1	1.1	104	-1	-9	10
Cc1nc(NCc2ccccc2)c(C(N)=O)c2c1COC(C)(C)C2
 : 5	9	3	1	1.9	62	-2	-2	2
CCc1ccccc1NC(=O)C(Cc1cccc(OC)c1OC)c1nn[nH]n1 (stereo not drawn)
 : -6	3	-4	0.97	1.1	99	1	-16	1
CCOC(=O)Cc1csc(NC(=O)CSc2nnc(C(C)C)n2C)n1
 : -5	2	-3	1	1	111	3	-12	10
CC(=O)Nc1nnc(SCC(=O)NCC2CCCO2)s1 (stereo not drawn)
 : -3	3	-3	0.99	1	97	-1	-3	3
Cc1ccc(NCc2nnc(SCC(=O)N(Cc3ccccc3)C(C)(C)C)o2)c(C)c1
 : -7	-4	0	0.99	1.1	114	-5	15	-4
CCN(CC)c1ccc(C(=S)N2CCN(c3ccccc3)CC2)cc1
 : 25	2	0	1	1.1	89	1	1	5
Cc1ccc(N2CC(C(=O)NCc3ccc4c(c3)OCO4)CC2=O)cc1C (stereo not drawn)
 : -19	8	-2	1	1.1	88	5	7	10
CCC(=O)c1ccc(OCC(O)CN2C(=O)NC(C)(C)C2=O)cc1 (stereo not drawn)
 : -8	0	0	1	1	59	-1	9	-8
Cn1c2c(c(=O)n(C)c1=O)C(NS(=O)(=O)c1ccccc1)(C(F)(F)F)C(=O)N2 (stereo not drawn)
 : -4	4	-3	1	1.2	84	6	1	0
Cc1ccc(NS(=O)(=O)c2ccc(NC(=O)C3CCCO3)cc2)cc1 (stereo not drawn)
 : -8	4	-18	1	1.1	101	1	3	3
COc1ccc(NC(=O)N2CCCc3ccccc32)cc1
 : 3	0	-1	1	1.1	84	-2	-6	-1
COc1ccc(-c2cc(-c3ccc(F)cc3)nc(N3CCN(C)CC3)n2)cc1
 : -4	2	-7	1	1.3	73	0	-5	8
Cc1cccc(Nc2nc(N)nc(CN3CCC(C)CC3)n2)c1C
 : -9	-2	-10	1	1.1	133	-2	-1	0
COc1cc(C2NC(=O)NC(O)(C(F)(F)F)C2C(=O)c2ccc(Cl)cc2)ccc1O (stereo not drawn)
 : -3	5	1	1	1.1	108	-1	7	12
O=C(CN(Cc1ccccc1Cl)C(=O)Cn1nnc(-c2cccs2)n1)NCC1CCCO1 (stereo not drawn)
 : 14	3	-3	1	1.1	74	0	21	16
Cc1cc(=O)oc2ccc(OCC(=O)N3CCC(C)CC3)cc12
 : 3	5	1	1	1.8	82	5	-3	1
O=C(NCc1ccco1)c1cc(-c2ccco2)on1
 : -15	5	-5	0.99	1.1	74	4	6	12
Cc1ccccc1OCCCCCNCCO
 : -8	1	-1	1	1.1	92	-3	7	7
Cc1nnc(SCc2cn3ccsc3n2)n(N)c1=O
 : -4	-2	2	0.99	1	86	-6	0	-1
CC(C)C(c1nnnn1C1CCCC1)N(C)C1CCCCC1 (stereo not drawn)
 : 2	3	-4	1	1.1	88	2	-2	6
Cc1cccc(NC(=O)CC2CCC2)c1
 : 1	8	-13	1	1	64	3	3	11
